Source: PubChem
mHTT-CaM PPI inh – mHTT-calmodulin interaction abrogation; P42858; AlphaScreen His-mHTT/GST-CaM binding, luminescence; inhibition, % at 15 µM; 3.6% of 190,000 active; AID 1671202;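 note: 0% = both proteins with DMSO and 100% = one protein alone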
Pf apPOL inh – Pf-apPOL DNA polymerase inhibition | Recombinant Pf-apPOL, molecular beacon fluorescence, 1.5 h | inhibition, % at 10 µM | 0.25% of 210,000 active | AID 1794808
* marks the source's active call; other numbers are inactive results; i = inactive; · = no result given; & = joins results of further samples. Cut-off read from the data, not from the text of the source: active = inhibition above about 50%; inactive = the rest. Some of the compounds tested, so the mix of outcomes need not match the whole.

Screens in order: mHTT-CaM PPI inh	Pf apPOL inh
1) COC(=O)C1=NN(c2cccc(C(F)(F)F)c2)C(=O)C1
→ ·	-3
2) Cc1ccc(C)c(NC(=O)CSc2nc3c(cnn3-c3ccc(F)cc3)c(=O)[nH]2)c1
→ 6	2
3) COc1ccc(N=Cc2c(O)ccc3oc4c(c23)CCCC4)cc1
→ 4	-4
4) O=C(NC1CC2CC1CN2S(=O)(=O)c1cccs1)c1cccnc1 (configuration not stated)
→ 5	-7
5) Cn1c(=O)c2c(ncn2CC(=O)N/N=C/c2ccco2)n(C)c1=O
→ i	·
6) CNC(C)C1C(O)CC2(C)C3CCC4C(C)(C)C(NC)CCC45CC35CCC12C (configuration not stated)
→ ·	-6
7) COc1ccccc1NC(=O)N1CCC(N2CCN(Cc3cccc(C)c3)C2=O)CC1
→ 0	4
8) O=C(NCc1ccccc1)c1nnn(-c2ccccc2)c1-c1ccncc1
→ -7	-6
9) Cc1ccc(NC(=O)Cn2cnc3c(-c4ccccc4)csc3c2=O)cc1C
→ -6	0
10) Cc1cc(Cl)ccc1OCC(=O)Nc1ccc(-c2nc3ncccc3o2)cc1
→ 0	-5
11) S=c1[nH]nc(COc2ccccc2)o1
→ -5	·
12) NC(=O)c1c(NC(=O)c2cnccn2)sc2c1CCCC2
→ 13	-10
13) CCOc1ccc(C=C2C(=O)OC3(CCCCC3)OC2=O)cc1OC
→ 0	-4
14) CC(C)n1c(=O)c(NCC2CCCCC2)nc2ccncc21
→ 16	-7
15) Cc1cccc(C2CCC(C(=O)N3CCOCC3)CN2C(=O)NC(C)C)c1 (configuration not stated)
→ 0	-2
16) COc1ccc(-c2nc3ccccn3c2NC(=O)CC(C)(C)C)cc1
→ 19	-4
17) CC(=NNC(N)=S)c1ccccn1
→ ·	-303
18) O=C(CN1CCC2(CC1)N=C(c1cccc(F)c1)C(=O)N2)Nc1ccccc1Cl
→ 33	2
19) Cc1c(Cl)cccc1NC(=O)c1cc(S(=O)(=O)NCc2ccco2)ccc1F
→ 1	-3
20) O=C(Nc1cccc(Cl)c1)C1CCc2sc(C(=O)N3CCCC3)cc2C1 (configuration not stated)
→ 2	0
21) CCc1cccc(N2C=NS(=O)(=O)c3cccnc32)c1
→ -4	-2
22) Cc1ccc2c(c1)N(Cc1nc(-c3ccccn3)no1)C(=O)CO2
→ -19	3
23) O=C(C1=C(O)C(=O)N(Cc2cccnc2)C1c1cccc(Br)c1)c1ccco1 (configuration not stated)
→ 14	-8
24) CSc1ccccc1C(=O)N1CCC(n2cnc3cc(C(F)(F)F)ccc32)CC1
→ 82*	-15
25) CCOc1cccc(C(=O)Nc2cccc([N+](=O)[O-])c2)c1
→ 4	0
26) COc1ccccc1NC(=O)C(=O)NCc1cccc(C)c1
→ -9	-3
27) Cn1nc(C(=O)NCc2ccc(F)cc2)c2c1CCN(C(=O)c1cccs1)C2
→ 0	-12
28) CSCCC(C)(O)CNC(=O)c1cccc2ccccc12 (configuration not stated)
→ 1	-7
29) Nc1nc(SCC(=O)N2CCc3ccccc32)[nH]c(=O)c1NC(=O)c1ccco1
→ -3	0
30) COc1cc(SC)ccc1C(=O)N1CCN(C)CC1
→ -4	-2
31) COc1ccc(C2CC(c3cccc(F)c3)=NN2C(=O)CN2CCOCC2)cc1 (configuration not stated)
→ 74*	-5
32) Brc1ccc2c(c1)NC(c1ccccc1)=NC(c1ccncc1)=N2
→ 71*	-5
33) CC1=C(C#N)S(=O)(=O)C(C#N)C(c2cccc(C(F)(F)F)c2)C1 (configuration not stated)
→ ·	-3
34) COc1ccc(/C=C/C(=O)NCCSc2c[nH]c3ccccc23)cc1OC
→ 26	-6
35) CCC(=O)OCCCN1CCC2(CCC(c3ccccc3)CC2)C1=O (configuration not stated)
→ -14	-1
36) O=C(CCC1CCCCC1)Nc1cccc(F)c1
→ -2	1
37) CCOC(=O)NC(=O)c1ccsc1NC(=O)c1nc2ccccc2s1
→ 62*	8
38) CCCn1cnnc1C1CCCN(C(=O)c2ccc(OC)cc2C)C1 (configuration not stated)
→ -3	-2
39) Cc1ccc(-n2nc(C)c3sc(N4CCC(NC(=O)C(C)(C)C)CC4)nc32)cc1
→ 2	-8
40) Cc1ccc(C)c(NC(=O)N2CCCC(C)(C(=O)NCc3ccc(F)cc3)C2)c1 (configuration not stated)
→ -1	-5

Given as tab-separated lines: part of the list above.
cpd	molecule	mHTT-CaM PPI inh	Pf apPOL inh
19	Cc1c(Cl)cccc1NC(=O)c1cc(S(=O)(=O)NCc2ccco2)ccc1F	1	-3
20	O=C(Nc1cccc(Cl)c1)C1CCc2sc(C(=O)N3CCCC3)cc2C1 (configuration not stated)	2	0
21	CCc1cccc(N2C=NS(=O)(=O)c3cccnc32)c1	-4	-2
22	Cc1ccc2c(c1)N(Cc1nc(-c3ccccn3)no1)C(=O)CO2	-19	3
23	O=C(C1=C(O)C(=O)N(Cc2cccnc2)C1c1cccc(Br)c1)c1ccco1 (configuration not stated)	14	-8
24	CSc1ccccc1C(=O)N1CCC(n2cnc3cc(C(F)(F)F)ccc32)CC1	82*	-15

(further entries)
Screens in order: mHTT-CaM PPI inh	Pf apPOL inh
41) COC(=O)C1=C(C)NC2=C(C(=O)CC(C)(C)C2)C1c1cc(Br)c(C)s1 (configuration not stated)
→ -1	·
42) COC(=O)c1cc(OCc2cccc(F)c2)c2cc(F)ccc2n1
→ 1	0
43) CSc1ccccc1NC(=O)C1CC(c2c(F)cccc2Cl)=NO1 (configuration not stated)
→ -39	-1
44) OCC(O)/C=N/Nc1nc(N2CCOCC2)nc(N2CCOCC2)n1 (configuration not stated)
→ i	·
45) COc1ccc(C(=O)NCC(C)(O)CSC)cc1OC (configuration not stated)
→ -5	-1
46) CCOc1ccc(C2C(C#N)=C(N)Oc3c2c(C)nn3-c2ccccc2)cc1OC (configuration not stated)
→ 41	5
47) CC(C)C(=O)N1CCN(c2nc3c(s2)CC(C(=O)Nc2cccc(F)c2)CC3)CC1 (configuration not stated)
→ 6	-2
48) CC(C)c1nccn1CC1CCN(C(=O)C2(c3ccccc3)CCOCC2)CC1
→ -14	-1
49) O=C(C=Cc1cccs1)Oc1c(Cl)cccc1Cl
→ ·	4
50) O=S(=O)(Cc1nc(-c2ccc(Br)cc2)no1)c1ccc(F)cc1
→ -26	-6
51) CCCCOc1ccc(C(=O)NCC2COC3(CCCC3)O2)cc1 (configuration not stated)
→ -2	-9
52) COc1ccc(CCC(C)N2CCOCC2)cc1 (configuration not stated)
→ 0	-5
53) O=C(c1ccc(N2CCNC(c3ccccc3)C2)nc1)N1CCOCC1 (configuration not stated)
→ 14	0
54) Cc1[nH]nc2c1C1(C(=O)N(CC(N)=O)c3ccccc31)C(C#N)=C(N)O2 (configuration not stated)
→ 1	-3
55) C=CCNc1nc(N)c(C(=O)c2ccccc2)s1
→ 6	-3
56) Cc1ccc(/C=C2\SC(=O)N(CNc3ccc(I)cc3)C2=O)o1
→ 13	-24
57) Cc1ccc(C)c(NC(=O)C2CCN(c3ccncc3)CC2)c1
→ -27	30
58) CC1CCCN(S(=O)(=O)c2cc(Br)cc3c2N(C(=O)C2CC2)CC3)C1 (configuration not stated)
→ 3	3
59) CCS(=O)(=O)NCCc1cn(C)c2ncccc12
→ -2	-3
60) COCCNC(=O)C1(C)CCC(=O)N1CCc1c[nH]c2ccccc12 (configuration not stated)
→ 2	-1
61) Cc1ccc(CN2CCN(c3ncccn3)CC2)o1
→ -2	-3
62) O=C(O)CS(=O)(=O)c1ccc(Cl)cc1
→ 0	-3
63) Cc1nc(SCC(=O)O)c(C#N)c(C)c1Cl
→ -6	-3
64) CSC1=NCCCN1C(=O)c1ccccc1I
→ ·	-1
65) CC(C)C(=O)NCc1csc(C2CCCN(C(=O)c3ccccc3F)C2)n1 (configuration not stated)
→ -12	-7
66) CCn1c(/C(C#N)=C/c2cccc([N+](=O)[O-])c2)nc2ccccc21
→ 19	-4
67) CCCSc1nc2c(c(=O)n1-c1ccc(OCC)cc1)SCC2
→ -4	2
68) COc1ccccc1C1Nc2ccccc2NC2=C1C(=O)CC(c1cccs1)C2 (configuration not stated)
→ 15	0
69) O=C(Cn1cnc(-c2ccccc2)cc1=O)NCCC(c1ccccc1)c1ccccc1
→ -3	6
70) Cc1nn(CCCC(=O)Nc2ccc(Cl)c(Cl)c2)c(C)c1[N+](=O)[O-]
→ 13	-10
71) CCC(=O)N(Cc1ccco1)C1CC(=O)N(c2ccc(Br)cc2)C1=O (configuration not stated)
→ 5	-5
72) Cc1csc(NC(=O)NC(C)(C)C)n1
→ -4	·
73) Nc1nc(COc2ccccc2Cl)nc(N2CCOCC2)n1
→ 0	1
74) Cc1cc(O)c(C(=O)COc2ccccc2)c(O)c1
→ 4	2
75) CCOc1ccccc1CN1CCC(O)CC1
→ -2	-4
76) CC(C)NC(=O)C1CN(C(=O)NC(C)(C)C)CC1c1cccc(F)c1 (configuration not stated)
→ 5	-2
77) O=C(O)CCc1csc(NC(=O)NC2CCCCC2)n1
→ -9	-7
78) COC(=O)c1ccc(NC(=O)CSc2nnc(CN3CCOCC3)o2)cc1
→ -20	-11
79) CCOC(=O)c1nnc2cc(C)[nH]n2c1=O
→ 0	·
80) COc1cccc(C=C2Oc3cc(OCC(=O)NN)ccc3C2=O)c1OC
→ 4	10

A second format for some results above.
| item | Molecule | mHTT-CaM PPI inh | Pf apPOL inh |
| --- | --- | --- | --- |
| 69 | O=C(Cn1cnc(-c2ccccc2)cc1=O)NCCC(c1ccccc1)c1ccccc1 | -3 | 6 |
| 70 | Cc1nn(CCCC(=O)Nc2ccc(Cl)c(Cl)c2)c(C)c1[N+](=O)[O-] | 13 | -10 |
| 71 | CCC(=O)N(Cc1ccco1)C1CC(=O)N(c2ccc(Br)cc2)C1=O (configuration not stated) | 5 | -5 |

(continued)
Screens in order: mHTT-CaM PPI inh	Pf apPOL inh
81) Cn1c(CN2CCN(C(=O)c3ccc(Br)o3)CC2)nc2ccccc21
→ -3	-4
82) Cc1ccc(-c2nc(-c3ccc([N+](=O)[O-])cc3)no2)c(Cl)c1
→ 3	0
83) CN(C)C(CNC(=O)C(=O)Nc1ccc(OC(F)(F)F)cc1)c1cccs1 (configuration not stated)
→ -5	-6
84) N#CC1=C(N)OC2=C(C(=O)CCC2)C12C(=O)Nc1ccc(F)cc12 (configuration not stated)
→ -1	-4
85) CN(C)c1ncncc1N1CCC(C(=O)NCCN2CCOCC2)CC1
→ -5	0
86) CCc1ccc(C2C(C#N)=C(N)N(c3ccc([N+](=O)[O-])cc3)C3=C2C(=O)CC(C)(C)C3)s1 (configuration not stated)
→ 49	1
87) CCN(CC)S(=O)(=O)c1nc2nc(C)cc(C)n2n1
→ 3	-10
88) Cc1ccc(C2=NN(CCC(=O)NCCN3CCOCC3)C(=O)CC2)cc1
→ 5	-16
89) O=C1OC(c2ccccc2)=N/C1=C/c1ccccc1C(F)(F)F
→ -1	2
90) CCOC(=O)c1nn(-c2ccccc2Cl)c(=O)cc1OCC(N)=O
→ -2	-1
91) O=C(CCSc1ccccc1)Nc1cccc(F)c1
→ -24	16
92) O=C(Nc1ccccc1)n1nccc1-c1ccc([N+](=O)[O-])cc1Cl
→ ·	-10
93) CS(=O)(=O)c1ccc2nc(NC(=O)C3CCCCC3C(=O)O)sc2c1 (configuration not stated)
→ 2	2
94) Cc1cc(C(=O)Nc2nnc(-c3cccs3)s2)c(C)o1
→ 6	5
95) O=c1c(-c2ccc(Br)cc2)coc2cc(O)cc(O)c12
→ 52*	33&0
96) C=CCNC(=O)c1n[nH]c2c1CN(C(=O)Cc1ccc(C)cc1)CC2
→ 29	2
97) O=C(Cc1ccsc1)N1CCCC(c2nncn2-c2ccccc2)C1 (configuration not stated)
→ 47	10
98) CCc1ccc(CNC(=O)c2cc3n(n2)CCCN(Cc2ccc(F)cc2)C3=O)cc1
→ 5	48
99) CCOC(=O)c1sc(SC)c(C#N)c1N
→ ·	-2
100) CCc1c(C#N)c(N)nc2sc(C(=O)c3ccc(Br)cc3)c(N)c12
→ -3	0
101) Cc1[nH]nc(-c2ccccc2)c1Sc1ccccc1
→ 37	4
102) CCOc1ccc(-n2c(SC(C)c3ccccc3)nc3c(c2=O)SCC3)cc1 (configuration not stated)
→ -4	0
103) Cc1ccc(C)c(S(=O)(=O)Nc2ccc(Cn3cncn3)cc2)c1
→ -2	2
104) Cc1nc2sc(C(=O)Nc3cccc(C(F)(F)F)c3)c(N)c2c(C)c1Cl
→ 8	-3
105) Cc1cc(C2CCCN2C(=O)c2cc(-c3ccccc3F)no2)no1 (configuration not stated)
→ 0	1
106) O=C(Nc1cccc(C(F)(F)F)c1)c1ccc(Cl)cc1
→ ·	-7
107) Cc1cccc(C(=O)N2CCN(c3nc(CN4CCCCC4)cs3)CC2)c1
→ 4	-2
108) C[C@@H]1CC=C[C@@H]2[C@H]1C(=O)N(Cc1ccccc1)[C@H]2c1ccccc1Br
→ 8	-7
109) Cc1cccc(CNC(=O)c2cc(C(C)(C)C)n3nccc3n2)c1
→ -17	1
110) Cc1ccc(-n2nc3c(c2NC(=O)c2ccc(C)c(C)c2)CS(=O)(=O)C3)c(C)c1
→ 24	-4
111) CC(=O)N1CC[C@@]2(Cc3ccccc3)Cc3nc4ccc(Cl)cc4c(-c4ccccc4)c3C[C@H]12
→ -7	-5
112) O=S(=O)(c1ccc(F)c(Cl)c1)N1CCC(CN2CCCCCC2)CC1
→ -1	7
113) O=C(NNC(=O)c1ccc2nonc2c1)Nc1ccc(OC(F)(F)F)cc1
→ ·	-7

Looked up by compound from above, 6 records:
Screens in order: mHTT-CaM PPI inh	Pf apPOL inh
89) O=C1OC(c2ccccc2)=N/C1=C/c1ccccc1C(F)(F)F
→ -1	2
98) CCc1ccc(CNC(=O)c2cc3n(n2)CCCN(Cc2ccc(F)cc2)C3=O)cc1
→ 5	48
33) CC1=C(C#N)S(=O)(=O)C(C#N)C(c2cccc(C(F)(F)F)c2)C1 (configuration not stated)
→ ·	-3
24) CSc1ccccc1C(=O)N1CCC(n2cnc3cc(C(F)(F)F)ccc32)CC1
→ 82*	-15
60) COCCNC(=O)C1(C)CCC(=O)N1CCc1c[nH]c2ccccc12 (configuration not stated)
→ 2	-1
83) CN(C)C(CNC(=O)C(=O)Nc1ccc(OC(F)(F)F)cc1)c1cccs1 (configuration not stated)
→ -5	-6
